MsrA inhibitor: inhibits bovine methionine sulfoxide reductase A; purified bovine MsrA, absorbance read-out; inhibition, % at 15.5 µM; 360,000 compounds, 0.75% hits; in the data active means inhibition above about 4.5%;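 further: 0% = vehicle wells with enzyme and 100% = reference inhibitor wells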
MT1-MMP act inh: MT1-MMP (human) activation inhibition; AID 651647; HT1080 RFP-PRO-GFP cells, GFP/RFP ratio fluorescence, overnight; percent of plate control window, DMSO zero; P50281; GFP/RFP ratio change, % at 20 µM; 360,000 compounds, 0.061% hits;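 active means GFP/RFP ratio change of at least 30% with cell ATP level not reduced by more than half and red fluorescence within 50% of control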; further: strong numbers were not always called active
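Assay system: HT1080 RFP-PRO-GFP cells | Dosing: 20 µM single dose, 1% DMSO | Incubation: Cells overnight before dosing, compound overnight, 37 °C, 5% CO2 | Evaluation: GFP/RFP fluorescence ratio | Control set: DMSO-only wells and HT1080 RFP-L50D-GFP cell wells as references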
CendR NRP1 mod: modulators of CendR peptide binding to human neuropilin-1; O14786; FAM-RPARPAR peptide binding to NRP-1, fluorescence polarization; inhibition, % at 25 µM; 360,000 compounds, 0.85% hits;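 active means inhibition or corrected inhibition above about 18%, plus a signal ratio from 0.5 to 1.5, limit read from the data, passing the limit was not always enough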; further: strong numbers were not always called active
E coli Lon inh: inhibitors of E. coli Lon protease; inhibition, % at 7.94 µM; 360,000 compounds, 0.42% hits; AID 602123; purified E. coli Lon protease, fluorescence polarization; in the data active means inhibition above about 13%, passing the limit was not always enough;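 further: 0% = enzyme with probe and DMSO and 100% = no enzyme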
Target sequence (P0A9M0 whole entry, looked up): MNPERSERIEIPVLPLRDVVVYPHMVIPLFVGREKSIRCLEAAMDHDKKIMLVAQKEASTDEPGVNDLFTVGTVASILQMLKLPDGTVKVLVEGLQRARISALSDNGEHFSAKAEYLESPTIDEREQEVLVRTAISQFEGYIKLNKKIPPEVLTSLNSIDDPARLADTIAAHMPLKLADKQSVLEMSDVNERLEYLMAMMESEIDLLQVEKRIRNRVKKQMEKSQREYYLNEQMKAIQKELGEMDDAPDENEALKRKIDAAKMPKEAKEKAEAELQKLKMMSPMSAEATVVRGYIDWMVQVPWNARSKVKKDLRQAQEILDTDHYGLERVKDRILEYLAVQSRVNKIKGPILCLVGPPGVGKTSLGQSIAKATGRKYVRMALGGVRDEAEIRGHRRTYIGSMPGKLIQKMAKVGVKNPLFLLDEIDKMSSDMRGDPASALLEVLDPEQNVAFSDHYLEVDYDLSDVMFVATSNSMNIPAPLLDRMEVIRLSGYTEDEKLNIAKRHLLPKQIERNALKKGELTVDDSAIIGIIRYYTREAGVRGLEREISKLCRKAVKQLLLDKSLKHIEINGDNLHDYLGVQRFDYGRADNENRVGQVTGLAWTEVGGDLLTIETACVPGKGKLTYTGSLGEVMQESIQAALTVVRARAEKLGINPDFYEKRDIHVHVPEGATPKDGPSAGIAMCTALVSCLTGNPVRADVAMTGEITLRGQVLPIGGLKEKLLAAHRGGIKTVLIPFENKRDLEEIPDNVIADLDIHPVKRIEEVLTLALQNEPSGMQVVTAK
FAS TE block: FAS thioesterase (human) inhibition. recombinant FAS-TE, OMFH fluorogenic substrate, fluorescence endpoint. inhibition, % at 15 µM. AID 602261. 360,000 compounds, 0.67% hits;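 active means compounds whose normalised, plate-corrected inhibition of enzyme fluorescence in the single-dose primary screen is 50% or more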;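 further: 0% = DMSO with enzyme and 100% = substrate without enzyme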
bovine MsrA act: activates bovine MsrA enzyme; purified bovine MsrA, absorbance read-out; activation, % at 10.6 µM; 360,000 compounds, 0.3% hits; AID 602163; in the data active means activation above about 7.5%;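 further: 0% = vehicle and 100% = reference activator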
PABP1 MLLE inh: blocks PAM2 peptide binding to the PABP1 MLLE domain | inhibition, % at 20 µM | GST-MLLE / FITC-PAM2 fluorescence polarization | P11940 | 360,000 compounds, 0.36% hits; in the data active means inhibition above about 35%, passing the limit was not always enough;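 further: plate controls were DMSO wells with GST-MLLE for no effect and wells lacking GST-MLLE protein for full effect; some results filed as inactive read as strong as hits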
Tb MetRS inh: blocks T. brucei methionyl-tRNA synthetase activity | purified T. brucei MetRS, ATP depletion, Kinase-Glo luminescence | inhibition, % at 11.9 µM | 360,000 compounds, 0.4% hits | AID 624268;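 active means inhibition above a per-plate cutoff of the control wells' mean inhibition plus 3 SD, cut at about 5.5% in these data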;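 further: 0% = DMSO wells median and 100% = median of wells with control inhibitor compound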
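Test system – parasite MetRS enzyme · Reagent – substrates ATP, L-methionine and bulk Escherichia coli tRNA · Doses – 11.9 µM compound single dose, 0.9% DMSO · Times – 15 min enzyme-compound preincubation, 2 h reaction, 10 min detection, 25 °C · Signal – Kinase-Glo luminescence, ATP depletion format · Controls – DMSO-only wells as low control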
SKN-1 block: inhibitors of C. elegans SKN-1. C. elegans VP596 Pgst-4::GFP/RFP ratio, acrylamide-induced, 24 h. inhibition, % at 21.8 µM. 360,000 compounds, 0.49% hits. AID 624304;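 active means interference check ratio from 0.5 to 1.5 plus GFP to RFP signal ratio inhibition reaching or exceeding a fixed threshold, cut at about 30% in these data, passing the limit was not always enough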; further: some compounds called inactive have numbers as strong as hits
Active calls of the source: *; x = no result given.

Results follow in this order: bovine MsrA act	MsrA inhibitor	MT1-MMP act inh	SKN-1 block	Tb MetRS inh	CendR NRP1 mod	PABP1 MLLE inh	E coli Lon inh	FAS TE block
> C=CC[C@@H](CC(=O)N(CCO)Cc1ccccc1)C(=O)N[C@@H](COC(=O)[C@@H](CC=C)Cc1ccc(F)cc1)Cc1ccccc1
  2	-0.5	-27	4	-0.4	7	5	0	19
> CCOC(=O)CSc1ncnc2c1cnn2-c1ccc(Cl)cc1
  0	0.8	4	2	-0.2	-17	-3	-3	15
> O=C(O)c1cc(S(=O)(=O)NC23CC4CC(CC(C4)C2)C3)ccc1Cl
  0	0.8	-1	19	0.3	3	19	-11	-4
> CCn1cnc2cc(NCc3cccc(OC)c3O)ccc21
  -6	-0.1	2	10	18*	5	9	-8	-8
> COc1ccc(/C=C2\N=C(C)OC2=O)cc1OC(C)=O
  -4	0.5	-3	-5	-0.8	-7	3	-1	0
> COc1ccc(-c2sc3ccc(N4CCOCC4)cc3c2-c2ccc(OC)c(F)c2)cc1
  -1	-1.3	2	-3	0.2	4	-8	2	31
> O=C1CC(CCC(=O)NC2CC2)c2ccccc2N1 (stereo unspecified)
  -2	1.2	3	14	0.4	3	12	1	-4
> CCOc1ccc(C2/C(=C(\O)c3ccc4c(c3)OCCO4)C(=O)C(=O)N2CCCn2ccnc2)cc1OC (stereo unspecified)
  -2	-1.3	3	24	-0.1	6	-4	3	-5
> Cc1nn(-c2ccccc2)c(N)c1C1(O)C(=O)N(C)c2ccccc21 (stereo unspecified)
  -4	-0.2	-1	-1	-0.9	7	-19	8	-11
> Nc1ccc(C(=O)Nc2cccc(N)c2)cc1
  -3	0.5	4	8	-0.6	8	-4	-3	-5
> O=C(Cn1nc(CNc2ccc(Cl)cc2)[n+]2c1CCCCC2)c1ccccc1
  -3	0.1	0	-3	-0.2	3	10	-8	-3
> CCOC(=O)Cc1csc(SCC(=O)Nc2ccc3[nH]c(=O)[nH]c3c2)n1
  -2	0.9	-1	0	0.0	-7	-3	-2	-11
> NS(=O)(=O)c1ccc(CNS(=O)(=O)Cc2ccc(Cl)cc2)cc1
  1	1.2	0	-8	-0.7	0	-12	-3	0
> Cc1cc(N2CCN(C)CC2)ccc1NC(=O)c1c2c(nc3ccccc13)CCN(Cc1ccccc1)C2
  -7	x	-9	1	-1.1	-4	-36	-9	-5
> COc1ccc(NC(=O)c2cc(S(=O)(=O)N3CCCCC3)ccc2N2CCCCC2)cn1
  0	-0.3	-3	35	-0.3	-8	-14	0	20
> COc1ccc(-n2c(SCC(=O)NCC3CCCO3)nc3ccccc32)cc1 (stereo unspecified)
  1	-0.7	-1	12	0.1	-3	-62	-2	-2
> CCCCc1nnc(NC(=O)CN(C)S(=O)(=O)c2ccc(C)cc2)s1
  0	-0.7	1	8	-0.4	-14	-1	-7	2
> O=C(c1ccco1)N(CCCN1CCOCC1)c1nc(-c2ccc(F)cc2)cs1
  0	0.8	4	6	-0.3	20	-10	6	25
> CCOc1ccccc1/C=N/NC(=O)CSc1n[nH]c(=O)[nH]c1=O
  -4	-0.5	2	9	0.1	1	13	-8	-4
> COc1ccc(OC)c(C2C/C(=N/O)C(C)C(c3cc(OC)ccc3OC)N2)c1 (stereo unspecified)
  -2	-1.1	4	10	-0.1	1	-11	8	-6
> CC(C)OCCCN1C(=O)c2[nH]nc(-c3ccccc3O)c2C1c1cccc(Cl)c1 (stereo unspecified)
  1	0.5	-1	-16	-0.4	-7	-1	-2	-121
> C/C=C/C(=O)Nc1cccc(C2=NOC3(C2)C[C@@H](C(N)=O)N(C(=O)c2cc([N+](=O)[O-])cc([N+](=O)[O-])c2)C3)c1 (stereo partly specified)
  -2	1.9	6	1	-0.1	8	12	-5	-1
> COc1cc(NC(=O)c2cccc([N+](=O)[O-])c2)ccc1NC(=O)c1ccco1
  -4	0.4	4	15	-0.3	-8	-7	7	16
> CCc1nnc(NC(=O)C2CCCN(C(=O)c3ccc(Cl)cc3)C2)s1 (stereo unspecified)
  -2	1.6	-4	8	-0.3	0	15	3	-5
> Cc1ccc(-n2ccc(=O)c(C(=O)Nc3ccc(S(=O)(=O)N4CCOCC4)cc3)n2)cc1
  0	0.3	3	16	0.0	2	-4	4	5
> O=C(O)c1ccc(NS(=O)(=O)c2cccc3nsnc23)cc1
  -5	-0.1	6	10	-0.3	-3	-15	0	-8
> COC(=O)c1ccccc1NC(=O)C(C)c1ccc([N+](=O)[O-])cc1 (stereo unspecified)
  1	-0.6	2	-3	-0.4	-3	7	-7	18
> CCc1ccc([C@@H]2CC=C(C(=O)O)CN2S(=O)(=O)c2ccc(C)cc2)cc1
  0	-0.3	1	-2	-0.2	-6	8	-2	-11
> CCOc1ccccc1NC(=O)CCC(=O)Nc1nnc(C2CCCCC2)s1
  -1	0.8	-1	0	-0.3	-4	-4	-5	1
> COc1ccc(-c2ccc3c(c2)C2CC3CCN2)cc1 (stereo unspecified)
  -2	-0.7	0	-9	0.3	5	2	-6	-6

The final 3 entries of the part above lead into the next.
Results follow in this order: bovine MsrA act	MsrA inhibitor	MT1-MMP act inh	SKN-1 block	Tb MetRS inh	CendR NRP1 mod	PABP1 MLLE inh	E coli Lon inh	FAS TE block
> CCc1ccc([C@@H]2CC=C(C(=O)O)CN2S(=O)(=O)c2ccc(C)cc2)cc1
  0	-0.3	1	-2	-0.2	-6	8	-2	-11
> CCOc1ccccc1NC(=O)CCC(=O)Nc1nnc(C2CCCCC2)s1
  -1	0.8	-1	0	-0.3	-4	-4	-5	1
> COc1ccc(-c2ccc3c(c2)C2CC3CCN2)cc1 (stereo unspecified)
  -2	-0.7	0	-9	0.3	5	2	-6	-6
> O=S1(=O)CCOC[C@H](CC2CCCCC2)N1Cc1ccc(F)cc1
  -2	0.1	-4	-18	-0.2	18	10	-3	14
> Clc1ccccc1-c1cc(COc2ccc3ccccc3c2)no1
  -12	-1.4	3	7	-1.1	1	3	-1	23
> Cc1nc2ncnn2c(C)c1CCC(=O)Nc1ccc(S(=O)(=O)N2CCCCCC2)cc1
  -3	1.0	1	-15	-0.7	3	2	-4	-5
> COc1ccc(-n2c(=O)c3ccccc3n(CC(=O)NCC3CCCO3)c2=O)cc1 (stereo unspecified)
  -2	0.3	1	10	0.7	1	-4	4	-4
> CCOC(=O)C(c1ccccc1)C(Nc1cc(C(F)(F)F)cc(C(F)(F)F)c1)c1ccccn1 (stereo unspecified)
  -1	0.0	-3	-2	-0.4	0	-3	-13	4
> Cc1cccc(C)c1OCC(=O)Nc1cc(Cl)ccc1-n1cncn1
  -4	0.1	-2	-6	-0.5	-2	1	-4	9
> CCCCN(C)Cc1c(C)[nH]c2ccc(Cl)cc2c1=O
  -3	0.9	5	6	47*	2	-4	1	-4
> O=C(CN1CCCC1)N/N=C/c1ccc(-c2cccc(Cl)c2)o1
  2	2.6	7	18	-0.7	-4	6	-5	-12
> O=C(CCc1[nH]c2ccccc2c1Sc1ccccc1)N(CCO)CCO
  -2	0.5	5	8	-0.4	1	0	2	-1
> CCn1cc(C(=O)O)c(=O)c2cc(Br)ccc21
  -3	1.6	0	-2	-0.3	11	-5	-7	-5
> Cc1ccc(S(=O)(=O)NNC(=O)C23CCC(CC2)C3)cc1
  3	-0.4	4	6	0.0	1	19	-8	-7
> NS(=O)(=O)c1cccc(NC(=O)COC(=O)c2cc(-c3ccc(Cl)cc3)nc3ccccc23)c1
  -2	1.0	6	7	0.8	0	-22	1	28
> Cc1ccsc1C(=O)NNC(=O)Nc1ccc(Cl)c(Cl)c1
  -11	-0.6	-6	-7	-0.9	1	-14	-1	-1
> O=C(Nc1ccc2nc3n(c(=O)c2c1)CCCCC3)c1ccccc1Cl
  -8	0.0	-6	-4	-0.7	-14	8	1	-8
> COc1cccc(-n2c(=O)[nH]cc(C(=O)Nc3ccc4c(c3)OCCO4)c2=O)c1
  -1	-0.6	1	10	-0.5	-10	-6	-8	-4
> Cc1cc(C)cc(NC(=O)CSc2nc(=O)n(CCN3CCOCC3)c3c2CCCC3)c1
  -2	-1.4	2	0	-0.3	-11	-7	-4	3
> COC(=O)CN1C(=O)[C@@H]2[C@H](C1=O)[C@@H]1CC(C(=O)OC)=C[C@@H](C(=O)OC)[C@@H]3C1=C(C(=O)[C@@]3(C)NC(=O)c1ccccc1)[C@@H]2C
  -2	-0.5	-10	2	-0.4	-1	9	10	-12
> CCN(Cc1ccccc1)S(=O)(=O)c1c(C)n(C)c(=O)n(C)c1=O
  -1	0.7	-1	14	-0.3	-3	16	-1	-4
> CCOc1ccc(NC(=O)C2CCCN(S(=O)(=O)c3ccc(-n4cnnn4)cc3)C2)cc1 (stereo unspecified)
  -2	0.3	2	10	-0.3	6	4	-13	-8
> Nc1cc(N)nc(SCC(=O)Nc2ccc(Br)cc2Cl)n1
  -1	0.6	0	-13	0.2	3	-127	0	-3
> O=C(NCc1ccco1)c1cnc2n(c1=O)CCS2
  -2	0.3	-1	-10	0.2	-3	1	8	-7
> Cc1c(Cl)cccc1NC(=O)Nc1ccccc1C(N)=O
  -2	1.3	-7	1	-0.3	1	1	-4	-2
> O=C(NNC(=O)c1ccco1)c1csc(N2CCOCC2)n1
  -2	0.0	5	0	-0.4	-15	8	3	-12
> O=C(c1cc2nc(-c3ccc(F)cc3)cc(C(F)(F)F)n2n1)N1CCCCC1c1cccnc1 (stereo unspecified)
  -1	0.6	-4	13	-0.1	-6	12	-2	20
> CC(C)[C@H](NC(=O)NC1CCCc2ccccc21)C(=O)O (stereo partly specified)
  0	1.1	-6	-2	-0.8	-10	-1	8	-6
> CCC(C)n1c(SCC(=O)Nc2ccc3[nH]c(=O)[nH]c3c2)nc2ccccc2c1=O (stereo unspecified)
  -7	0.1	14	-6	-0.5	-2	-49	4	-4
> CCOc1ccc(N(CC(=O)NC2CCCCC2)C(=O)CCC(=O)Nc2cc(C)ccn2)cc1
  -3	0.4	-2	5	-0.5	10	-8	-5	4
> Cc1ccc(C(O)c2nc3ccccc3n2C(C)C)cc1 (stereo unspecified)
  -1	1.4	10	32	0.1	-1	-78	-9	-4
> CCOc1ccccc1-c1cc(NC)ncn1
  -4	-0.2	-1	-5	-0.1	-1	7	-13	-6
> CCn1c(-c2ccccn2)nc2cc(S(=O)(=O)N(C)C)ccc21
  -4	1.3	0	12	-0.4	13	12	8	-4
> Cc1ccc(C(OCC(O)CN2CCCCC2CO)c2ccccc2)cc1 (stereo unspecified)
  -3	-0.1	2	-2	-0.5	0	6	1	-2
> CCOc1ccc(N(CC(=O)NCc2ccc(F)cc2)S(=O)(=O)c2c(C)noc2C)cc1
  -1	0.7	-4	-4	-0.7	2	-7	8	8
> CCOC(=O)c1cn2ccc(C)cc2n1
  -1	0.1	-2	-5	-0.1	4	18	-5	-4
> O=C(COC(=O)c1cnccn1)Nc1ccc(Cl)cc1C(F)(F)F
  -4	-1.3	14	-14	-0.8	-2	-6	-6	-8
> Nc1nnnn1/N=C/C=C/c1ccccc1
  -6	3.8	2	6	0.1	-6	0	-4	-5
> CCc1nc2c(OCc3ccc(F)cc3)cccn2c1N(C)C(=O)c1ccco1
  0	0.5	-1	2	0.0	-7	8	1	-3

Screens as filed in PubChem BioAssay.
